From PubChem
ERb coact inh = ER-beta (human) coactivator binding inhibition; AID 633; inhibition, % at 25.6 µM; 86,000 compounds, 1.3% hits; TR-FRET ER-beta LBD / SRC1-Cy5 peptide binding; receptor agonist-loaded with 1 µM estradiol; Q92731;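 active means compounds whose percent inhibition of the receptor-coactivator binding signal exceeds about 50% in the single-dose screen, limit read from the data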;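 further: 0% = receptor plus peptide wells without compound and 100% = peptide-only wells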
PLAP act = human PLAP activation; purified PLAP enzyme, luminescent substrate read-out; active compounds read high; 96,000 compounds, 1.2% hits; activation fold at 20 µM; in the data active means activation fold above about 2
Target sequence (P05187 whole entry, looked up): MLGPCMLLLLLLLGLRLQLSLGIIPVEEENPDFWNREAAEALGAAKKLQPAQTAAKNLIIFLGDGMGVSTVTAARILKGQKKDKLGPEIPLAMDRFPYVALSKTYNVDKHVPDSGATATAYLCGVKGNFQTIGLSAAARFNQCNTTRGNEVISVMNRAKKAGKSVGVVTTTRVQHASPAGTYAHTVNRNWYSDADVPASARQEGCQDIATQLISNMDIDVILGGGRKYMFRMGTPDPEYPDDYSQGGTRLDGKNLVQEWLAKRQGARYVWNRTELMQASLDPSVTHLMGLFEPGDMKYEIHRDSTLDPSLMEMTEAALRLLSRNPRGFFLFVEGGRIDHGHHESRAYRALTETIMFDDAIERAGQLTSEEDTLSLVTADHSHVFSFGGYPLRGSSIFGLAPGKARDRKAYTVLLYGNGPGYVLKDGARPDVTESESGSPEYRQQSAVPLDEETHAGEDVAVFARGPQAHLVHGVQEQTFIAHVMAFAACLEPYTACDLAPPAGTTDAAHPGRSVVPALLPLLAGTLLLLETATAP
ERa coact inh = blocks coactivator binding to human estrogen receptor alpha | TR-FRET ER-alpha LBD / SRC-1 peptide, estradiol-bound | inhibition, % at 25.6 µM | 86,000 compounds, 1.7% hits; in the data active means inhibition above about 50%;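 further: 0% = receptor plus peptide control and 100% = peptide only without receptor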
Target sequence (P03372 whole entry, looked up, the tested form may be a part): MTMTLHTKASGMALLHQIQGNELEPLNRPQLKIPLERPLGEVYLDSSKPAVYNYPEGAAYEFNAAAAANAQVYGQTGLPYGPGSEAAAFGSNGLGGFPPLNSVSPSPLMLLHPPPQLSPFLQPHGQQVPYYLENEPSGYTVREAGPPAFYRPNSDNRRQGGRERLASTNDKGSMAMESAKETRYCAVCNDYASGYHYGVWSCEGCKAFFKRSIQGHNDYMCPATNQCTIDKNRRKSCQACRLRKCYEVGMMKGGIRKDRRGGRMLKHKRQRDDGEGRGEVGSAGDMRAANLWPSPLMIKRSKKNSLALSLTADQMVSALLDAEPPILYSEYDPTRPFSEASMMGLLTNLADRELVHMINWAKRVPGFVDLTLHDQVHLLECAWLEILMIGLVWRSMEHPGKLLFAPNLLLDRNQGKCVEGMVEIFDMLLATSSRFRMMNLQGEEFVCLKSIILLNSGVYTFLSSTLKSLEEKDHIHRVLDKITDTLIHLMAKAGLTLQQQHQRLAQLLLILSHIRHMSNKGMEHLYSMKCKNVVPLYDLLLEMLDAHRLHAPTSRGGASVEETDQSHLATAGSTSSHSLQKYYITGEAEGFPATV
Mac1 fbg enh = CD11b/CD18-fibrinogen binding enhancement; activation, % at 10 µM; K562 CD11b/CD18 adhesion to fibrinogen, ATPlite luminescence; AID 1499; P05107+P11215; 93,000 compounds, 0.07% hits;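 active means 10 µM primary screen giving 50% or more activity, confirmed by 40% or more on retest at that dose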; further: strong numbers were not always called active; reference of the scale not given here
Ecoli WT expand = E. coli BW25113 growth inhibition, expanded screen | 98,000 compounds, 0.15% hits | AID 710 | OD600 absorbance | growth inhibition, % at 100 µM;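 active means growth inhibition above about 50% at one test dose, limit read from the data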;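 further: growth measured after 20 h incubation at 37 °C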
ERa SRC1 pot = ER-alpha (human) coactivator binding potentiation. P03372. TR-FRET ERalpha-LBD/SRC-Cy5 coactivator binding, 2 h; 100 = basal binding, no effect. coactivator binding (% of control), % at 25.6 µM. 86,000 compounds, 1.3% hits. AID 639; in the data active means activity above about 200%;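 further: binding measured in presence of low estradiol as agonist stimulus; 0% = peptide alone without receptor and 100% = receptor with peptide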
MT1-MMP txn act = MT1-MMP promoter transcription activation. activation factor at 10 µM. HT1080 MT1-MMP promoter luciferase reporter, luminescence, overnight; active compounds read high. 86,000 compounds, 0.16% hits;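 active means activation factor of at least 2 for MT1-MMP transcription at 10 µM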
CD11b adhes inh = inhibitors of human CD11b/CD18 binding to fibrinogen; P05107+P11215; K562 CD11b/CD18 adhesion to fibrinogen, ATPlite luminescence; Mn2+ added to activate the integrin; inhibition, % at 10 µM; 93,000 compounds, 0.54% hits;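 active means primary inhibition of 50% or more at 10 µM, then 40% or more on retest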; further: some results filed as inactive read as strong as hits
FAK inh = blocks human focal adhesion kinase activity; Q05397; 97,000 compounds, 0.84% hits; biochemical FAK kinase activity assay; inhibition, %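 (tested at 7 µM)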; in the data active means inhibition above about 19%;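 further: 0% = DMSO and 100% = reference compound high control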
Active calls of the source: *; . = no result given; [ ] = dose if it differs, or a comment.

SMILES	ERb coact inh	PLAP act	ERa coact inh	Mac1 fbg enh	Ecoli WT expand	ERa SRC1 pot	MT1-MMP txn act	CD11b adhes inh	FAK inh
Cn1cccc1Cc1nnc(SCC(=O)Nc2ccccc2F)n1-c1ccc(F)cc1	-6	1.2	-3	4	-1	103	1.2	2	1
COc1ccc(NC(=S)N/C(=N/CS(=O)(=O)c2ccccc2)c2ccccc2)cc1	-14	.	-9	.	.	95[fluorescence artefact?]	1.8	.	1
N#Cc1ccccc1NCc1ccccc1	.	0.9	.	-2	-5	.	1.2	5	2
Cn1c(=O)[nH]c(=O)c2c1nc(N1CCCCC1)n2CCOc1ccccc1	-3	1.3	8	-1	-1	77[fluorescence artefact?]	0.9	-8	0
CCNC(=O)c1sc(=S)n(-c2ccc(C)cc2)c1N	3	0.9	-4	-5	-7	92	0.9	0	0
COc1ccc(-c2cc3nc[nH]c(=O)c3s2)cc1	6[fluorescence artefact?]	1.1	7[fluorescence artefact?]	8	-26	117	1.2	-14	3
COc1cc(CNc2nc3ccccc3[nH]2)cc(OC)c1OC	-1	.	-7[fluorescence artefact?]	.	.	115	1.3	.	-1
C[C@H](NC(=O)Nc1cccc(C(F)(F)F)c1)C(=O)O	25[fluorescence artefact?]	.	13	.	.	108	1.1	.	0
Cn1c(SCC(=O)NCc2ccco2)nnc1-c1cccs1	6	1	-6	-2	10	96	1.1	-1	-3
c1ccc(CNCc2ccc3c(c2)OCO3)nc1	-5	.	-4	.	.	103	1.1	.	2
CCc1ccccc1NC(=O)c1cc2ncc(Br)cn2n1	54*	1.2	60*[fluorescence artefact?]	0	-9	81[fluorescence artefact?]	1.1	-1	-1
COc1cc(C)nc(OCCNS(=O)(=O)c2cc(C)ccc2C)n1	45	1.6	18	-1	-4	105	1.2	-6	0
Cc1ccc(S(=O)(=O)N2Cc3ccccc3CC2C(=O)Nc2cc(C)on2)cc1 (stereo unspecified)	-1	1.2	-5	-3	-5	113[fluorescence artefact?]	1.1	-2	4
CC(=O)OCC1OC(n2ccc(=O)[nH]c2=O)C(O)C1O (stereo unspecified)	-8	1	-2	-5	0	92	1.1	3	1
CC(C)NC(=O)Cn1c(SCC(=O)N2CCc3ccccc3C2)nc2ccccc21	-8	0.9	5	-2	-3	115	1.2	-6	.
Cc1ccccc1-c1nnc(SCc2ccccc2)o1	5	0.8	-10	-1	6	135	1.7	4	-1
CCCN1CCN(CCCNC(=O)c2cc3c(=O)n(C)c4ccccc4c3n2C)CC1	-10	1.5	-2	-5	1	146	1.1	-2	1
Cc1cc(C)c(N=C2CCCN2Cc2ccccc2)c(C#N)c1	-16	.	-16	.	.	95	1.3	.	0
O=C(NCCc1ccc(Cl)cc1)C1CCN(S(=O)(=O)c2ccc(-n3cnnn3)cc2)CC1	-8	0.9	-4	-2	-3	118	1.1	-2	2
O=C(Nc1cccc(S(=O)(=O)C(F)F)c1)c1ccc(S(=O)(=O)N2CCOCC2)cc1	-10[fluorescence artefact?]	0.9	-10	-2	-1	118[fluorescence artefact?]	1.2	9	2
COc1cc2c(cc1NC(=O)CN1CCN(S(=O)(=O)c3ccccc3F)CC1)oc1ccccc12	35[fluorescence artefact?]	0.9	44[fluorescence artefact?]	-4	-10	189[fluorescence artefact?]	0.9	-36	-1
COc1ccc(OC)c(CCNC(=O)CC2Oc3ccccc3NC2=O)c1 (stereo unspecified)	-4	0.9	-5	-2	1	107	1.2	-13	-3
CN(Cc1ccccc1)C(=O)CN(c1ccc(F)cc1)S(=O)(=O)c1ccc2c(c1)OCCO2	5	.	-7	.	.	119	1.1	.	1
CNC(=O)NC(=O)C(C)OC(=O)c1c(C)noc1C (stereo unspecified)	.	0.8	.	0	-5	.	.	-6	2
CCOC(=O)Cc1csc(SCc2nc3ccccc3c(=O)[nH]2)n1	-1	1.4	13	-1	3	111	1	4	-1

Additional structures
SMILES	ERb coact inh	PLAP act	ERa coact inh	Mac1 fbg enh	Ecoli WT expand	ERa SRC1 pot	MT1-MMP txn act	CD11b adhes inh	FAK inh
O=c1c2c3n(c(=O)nc2[nH]n1-c1ccccc1)CCCCC3	-5[fluorescence artefact?]	1	-5	-2	-5	124	1.1	15	3
O=C(Nc1ccc(N2CCOCC2)c(Cl)c1)c1c(F)c(F)c(F)c(F)c1F	13[fluorescence artefact?]	1.1	3	7	-8	90	0.9	1	2
CCCOc1ccc(-c2nnc(-c3cccs3)o2)cc1	17	.	15[fluorescence artefact?]	.	.	215*[fluorescence artefact?]	.	.	-2
O=c1c2ccccc2c(C=NCCc2ccccc2)c(O)n1Cc1ccccc1	-1	0.8	-14	1	-18	103	1.2	13	2
CC1=CC(C)(C)Nc2ccc(OC(=O)CN3C(=O)C4CCCCC4C3=O)cc21 (stereo unspecified)	-20	1	19	-2	0	106	0.7	0	0
CCn1nnc(NC(=O)c2ccc(-c3ccc(Cl)cc3)o2)n1	0	1.1	4	2	8	96[fluorescence artefact?]	1.4	-7	-1
Cc1ccc(NC(=O)CN(C)c2ccc(S(=O)(=O)N3CCN(C)CC3)cn2)cc1	5	1.8	-66	0	5	481*[fluorescence artefact?]	1.1	-1	4
Nn1c(Cc2ccccc2F)nnc1SCC(=O)N1CC(=O)Nc2ccccc21	12	.	4	.	-1	119[fluorescence artefact?]	1.2	.	3
CCOC(=O)C(=CNc1cc(C)nn1C(C)(C)C)C(=O)OCC	.	1.4	.	2	0	.	.	-2	-5
CC1(C)Cc2ccccc2-c2nc(NCCCO)n(-c3ccccc3)c(=O)c21	10	1.8	-1	-1	8	106	1.3	6	.
COc1ccc(NC(=O)C(C)N2c3cccc4cccc(c34)S2(=O)=O)cc1 (stereo unspecified)	6	0.7	6	-1	-5	73	1.2	-40	-1
O=C(Nc1nnc(-c2ccccc2Cl)o1)c1ccc(S(=O)(=O)N2CCCCCC2)cc1	49[fluorescence artefact?]	1.9	30[fluorescence artefact?]	4	-3	112	0.9	-2	-2
CCOc1ccc(NC(=O)CCn2cccc2)cc1	-33	0.9	-28	-1	7	114	1	-16	5
Cc1ccc(-n2c(SCC(=O)N3CCOCC3)nnc2-c2cccnc2)cc1C	6	1.2	1[fluorescence artefact?]	-3	-9	88	1.2	-15	1
COc1cc(SC)ccc1C(=O)N1CCCCCC1	-9	.	-3	.	-13	127	1.1	.	.
CC1CCCC(C)N1CC(C)(C)NS(=O)(=O)c1ccc(Cl)cc1 (stereo unspecified)	.	0.6	.	-4	5	.	.	-1	1
Cc1occc1C(=O)NC(C)C1CCCO1 (stereo unspecified)	1	1.5	13[fluorescence artefact?]	-6	-3	120	1.2	-6	-2
COC(=O)CSc1nnc(CNC(=O)c2ccco2)n1-c1ccc(F)cc1	3	1.2	-2	-1	5	111	1	12	-2
Nc1nnc(CSCc2ccccc2)s1	.	0.9	.	-5	13	.	.	-2	2
CC1CCCCN1C(=O)Cc1ccc(Cl)cc1 (stereo unspecified)	-16	1.2	-11	-3	5	104	1.3	13	4
O=S(=O)(NCC(O)COCc1ccco1)c1cccs1 (stereo unspecified)	50*	1.7	53*[fluorescence artefact?]	2	3	90[fluorescence artefact?]	1.1	-3	.
O=C(CSCc1ccc(F)cc1)NC1CCCC1	-24	0.8	-23	0	1	98	1.1	-18	-1
COc1ccc(/C(N)=N/OC(=O)Cc2ccc(OC)c(OC)c2)cc1	.	1.2	.	-8	1	.	.	22	-1
COc1ccc(OC)c(NC(=O)CNC(=O)Cn2ccc3ccccc3c2=O)c1	3[fluorescence artefact?]	0.9	0	-1	-2	113	1	-12	7
Cc1onc(-c2ccccc2)c1C(=O)Nc1sc2c(c1C(N)=O)CCC2	29[fluorescence artefact?]	1.1	30[fluorescence artefact?]	14	-4	59[fluorescence artefact?]	1.1	14	0

Single records, as listed above:
CCn1nnc(NC(=O)c2ccc(-c3ccc(Cl)cc3)o2)n1 is listed as ERb coact inh = 0; PLAP act = 1.1; ERa coact inh = 4; Mac1 fbg enh = 2; Ecoli WT expand = 8; ERa SRC1 pot = 96[fluorescence artefact?]; MT1-MMP txn act = 1.4; CD11b adhes inh = -7; FAK inh = -1
Cc1ccc(NC(=O)CN(C)c2ccc(S(=O)(=O)N3CCN(C)CC3)cn2)cc1 is listed as ERb coact inh = 5; PLAP act = 1.8; ERa coact inh = -66; Mac1 fbg enh = 0; Ecoli WT expand = 5; ERa SRC1 pot = 481*[fluorescence artefact?]; MT1-MMP txn act = 1.1; CD11b adhes inh = -1; FAK inh = 4

(further entries)
SMILES	ERb coact inh	PLAP act	ERa coact inh	Mac1 fbg enh	Ecoli WT expand	ERa SRC1 pot	MT1-MMP txn act	CD11b adhes inh	FAK inh
COc1cccc(/C=C/c2ccncc2)c1OC	.	1.1	.	0	4	.	.	7	-1
COC(=O)C1=C(C)NC(C)=C(C(=O)OC)C1/C=C/c1ccccc1	.	0.9	.	0	-8	.	.	-30	-2
Cc1cccc(CCNC(=O)CN(C)S(=O)(=O)c2ccc3c(c2)c(=O)n(C)c(=O)n3C)c1	-6	0.9	2	-1	2	105	1	-8	-3
Cc1nc(-c2ccccc2)sc1C(=O)CSc1ccc(Cl)cc1	.	1	.	1	-6	.	.	-2	-3
COc1ccc(NC(=O)CSc2nc3c(cc2C#N)CN(C)CC3)cc1	56*	0.9	93*[fluorescence artefact?]	2	-3	34[fluorescence artefact?]	1.1	-17	.
O=C(Nc1ccccc1)C1CCCN(S(=O)(=O)c2ccc(-n3cnnn3)cc2)C1 (stereo unspecified)	-10	0.8	10	5	-7	105	1.2	-7	1
O=C1CC(N2CCOCC2)C(=O)N1CCc1ccccc1 (stereo unspecified)	4	1	-8	-3	0	111	1	-17	-1
COc1ccccc1N1CCN(CC(=O)c2c(C)[nH]c3ccccc23)CC1	-7	1.4	-4	0	-4	107	1.1	-8	0
CCCOC(=O)NC1C(NC(=O)OCCC)N(C)C(=O)N1C (stereo unspecified)	1	1	-10	3	-2	122	1	27	-1
COn1c(C)c(C(C)=O)c2c3nonc3ccc21	-4	1.2	-5	-3	1	119	1.3	-6	13
CCOC(=O)C1=C(C)Nc2ncnn2C1c1cccs1 (stereo unspecified)	15	1	6	.	2	88	0.9	.	-9
CCCC(=O)Oc1ccccc1C1SCc2cc(C)c(C)cc2CS1	.	0.9	.	-6	-2	.	.	-4	3
CCOC(=O)c1nn(-c2ccc(Br)cc2)cc1C(=O)c1cccc2ccccc12	.	1	.	-2	-3	.	.	-10	-2
CCc1ccc(-n2c(Cn3nc(C(F)(F)F)cc3C)n[nH]c2=S)cc1	.	1.1	.	-8	2	.	.	9	1
COc1cccc(NC(=O)CCC(=O)NCc2ccco2)c1	.	0.9	.	2	2	.	.	4	-3
COc1ccc(OC)c(Nc2nc(-c3sc(C)nc3C)cs2)c1	-6	2.1*	12	1	-14	123[fluorescence artefact?]	1.2	5	0
CC(C)Cc1ccc(C(C)C(=O)OCC(=O)c2c[nH]c3ccccc23)cc1 (stereo unspecified)	2	0.9	-5	-8	-11	94	1.1	102	-2
Clc1ccc(-n2ncc3c(NCC4CCCO4)ncnc32)cc1 (stereo unspecified)	55*[fluorescence artefact?]	1.1	26[fluorescence artefact?]	8	1	73[fluorescence artefact?]	0.6	4	.
COc1ccc(S(=O)(=O)NCc2cn3c(C)csc3n2)cc1F	-3	1.1	-7	1	5	115[fluorescence artefact?]	1	-1	0
O=c1c2c(nc3cc(-c4cccc(Cl)c4)[nH]n13)CCC2	-1	0.9	24	.	3	80	2*	.	-2
Cc1nc2ccc(NC(=O)N3CCCCC3)cc2nc1C	7	.	0	.	.	93	1.3	.	-2
CCC(C)NS(=O)(=O)c1ccc(S(=O)(=O)N(CC(=O)Nc2ccccc2)Cc2ccco2)cc1 (stereo unspecified)	14	1.2	26	-2	-2	102	1	16	1
COc1ccccc1-c1cc(C(=O)N/N=C/C=C/c2ccccc2[N+](=O)[O-])c2ccccc2n1	.	1.7	.	64	-23	.	.	-5	2
CCCCCCc1c(O)nc(SCC(=O)O)[nH]c1=O	-5	1.3	1	-4	7	97	1.1	42	.
COc1cccc(C2NC(c3cccc(OC)c3O)C(C)C(=O)C2C)c1O (stereo unspecified)	-12	1.8	-1	.	7	92	1.1	.	-1
O=C(CN1CCCC(O)C1)N1c2ccccc2Sc2ccc(C(F)(F)F)cc21 (stereo unspecified)	1[fluorescence artefact?]	1.4	-1	1	7	83	1.2	7	-3
